VIM-2 inh: blocks Pseudomonas aeruginosa VIM-2 metallo-beta-lactamase; purified VIM-2, nitrocefin hydrolysis, epi-absorbance fluorescence; inhibition, % at 5.6 µM; 290,000 tested, 0.89% active; AID 1527;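 active = inhibition above the mean of all tested compounds plus 3 SD, cutoff set per screening run, cut at about 7.5% in these data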;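 note: red hydrolysis product quenches plate fluorescence so inhibitors raise well fluorescence; 0% = enzyme with DMSO and 100% = DMSO without enzyme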
IDE act: boosts human insulin-degrading enzyme activity in HEK cells; activation, % at 5.96 µM; FAbeta-B cleavage, fluorescence polarization; 0% vehicle, 100% cell-free pure enzyme wells; 340,000 tested, 0.073% active; P14735;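 active = activation above the mean of all tested compounds plus 3 SD, set per screening campaign, cut at about 17% in these data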
GalR3 antagonist: antagonists of human GalR3. inhibition, % at 3 µM. HEK293 GalR3-CNG cAMP membrane potential fluorescence; galR3 body fused to GalR1 C-terminus. O60755. 360,000 tested, 0.44% active;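 active = inhibition above the screen-wide average plus 3 SD, cut at about 13% in these data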;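 note: forskolin and galanin both at EC90 stimulate the cells; cAMP rise reported by CNG channel membrane potential dye signal; 0% = forskolin plus galanin with DMSO and 100% = forskolin alone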
IMP-1 inh: inhibitors of Pseudomonas aeruginosa IMP-1 metallo-beta-lactamase; purified IMP-1, nitrocefin hydrolysis, epi-absorbance fluorescence; inhibition, % at 5.6 µM; 290,000 tested, 0.45% active; AID 1556;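 active = inhibition above the mean plus 3 SD of all compounds in the same screening run, cut at about 4.5% in these data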;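 note: 0% = IMP-1 with DMSO and 100% = DMSO wells lacking enzyme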
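Assay system: purified recombinant IMP-1 beta-lactamase. Input: IMP-1 0.2 nM before substrate addition. Buffer or medium: Zinc- and detergent-supplemented HEPES buffer, pH 7.1. Schedule: 25 °C, 15 min preincubation, 25 min reaction. Signal: Epi-absorbance fluorescence, 480 nm excitation, 530 nm emission. Evaluation: percent inhibition from optical density relative to buffer-blank wells.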
p-CIP stab down: lowers stability of the mouse p/CIP coactivator protein; F442A p/CIP-EGFP cells, EGFP fluorescence, 16 h; decrease of EGFP signal, % at 10 µM; 290,000 tested, 0.01% active; AID 1984;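 active = EGFP signal decrease of at least 30% at 10 µM or well 3 SD below plate mean, unless failing retest; inactive = the rest, including hits failing retest or dose response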; note: some compounds called inactive have numbers as strong as hits; many of its hits are not listed in these tables
HCV NS3 hel inh: inhibitors of Hepatitis C virus NS3 helicase; NS3 helicase DNA unwinding, Cy5 molecular beacon fluorescence; inhibition, % at 10.9 µM; 290,000 tested, 0.56% active;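 active = inhibition above the mean of all tested compounds plus 3 SD, set per campaign, cut at about 35% in these data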;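 note: 0% = DMSO wells and 100% = thioflavine S control wells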
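System: NS3 helicase fragment of HCV / Schedule: 1 h at 25 °C / Control set: DMSO alone as 0% and 110 µM thioflavine S as 100% / Reagent: Cy5/quencher beacon DNA duplex and ATP to start / Technique: Cy5 fluorescence / Replication: singlicate / Evaluation: % inhibition of end-to-start signal ratio versus controls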
IDE cell inh: cellular human IDE inhibition; 320,000 tested, 0.41% active; P14735; inhibition, % at 5.59 µM; HEK cells, FAbetaB cleavage, fluorescence polarization;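 active = percent inhibition above the average of all tested compounds plus 3 SD, set per screening campaign, cut at about 16% in these data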;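 note: IDE supplied by intact live HEK cells; FP after avidin binding of uncleaved biotin substrate so inhibition keeps polarization high; 0% = DMSO wells and 100% = 60 µM reference IDE inhibitor Ii1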
CRFBP-R2 block: CRF-BP/CRF-R2 complex antagonism. HEK293 CRF-R2/CRF-BP, CRF-induced calcium fluorescence. inhibition, % at 11.8 µM. 350,000 tested, 0.59% active;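 active = inhibition of the ligand-induced calcium signal above about 50% at the single tested concentration, limit read from the data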
UBC9 SUMO inh: inhibitors of human SUMOylation (UBC9); AID 2006; inhibition, % at 35 µM; HTRF SUMOylation assay, SAE1/SAE2 + UBC9, in vitro; 290,000 tested, 0.36% active; in the data active = inhibition above about 50%, passing the limit was not always enough; note: strong numbers were not always called active
Active calls of the source: *; . = no result given; & = joins results of further samples. Compounds were not picked by outcome; 3.2% or so of the library scored in one or more.

[1] CC(=O)c1cc2c(cc1NS(=O)(=O)c1ccc(F)cc1)OCO2
[2] COc1ccc(C2=NOC(C(=O)Nc3cc(C)nn3-c3ccccc3)C2)cc1OC (stereo unspecified)
[3] O=C1CC(SCc2nc3ccccc3[nH]2)C(=O)N1c1ccc(Cl)cc1 (stereo unspecified)
[4] COc1ccc(C(C)NC(=O)c2ccncc2)cc1OC (stereo unspecified)
[5] COc1ccc(Cc2nnc(SCC(=O)NC3(C#N)CCCCC3)n2N)cc1
[6] Cc1ccc(CN2CCN(C(=O)C3CCC3)CC2)cc1
[7] O=C(COc1ccccc1F)Nc1ccc2[nH]c(=O)[nH]c2c1
[8] Cc1ccc(NC(=O)CSc2nn(-c3ccccc3)c(=S)s2)cc1S(=O)(=O)N(C)C
[9] C/C=C/c1ccc(OCCCCN2C(=O)NC(C)(C)C2=O)c(OC)c1
[10] COc1ccccc1-c1nnc2sc(-c3ccc(N(C)C)cc3)nn12
entry no.	1	2	3	4	5	6	7	8	9	10
VIM-2 inh	-1.4	-2.2	-3.8	1.4	.	-1.8	.	2.2	0.8	-4.0
IDE act	1	6	0	-2	5	1	-1	2	-2	-1
GalR3 antagonist	-9	.	-2	0	-3	.	-1	72*	-7	11
IMP-1 inh	-0.5	-4.2	-1.2	-1.4	.	-3.9	.	-2.5	-4.8	15*
p-CIP stab down	-12	-12	2	-11	.	12	.	-14	-6	-3
HCV NS3 hel inh	2	6	18	13	.	-6	.	-17	2	4
IDE cell inh	7	4	8	-7	0	-2	-2	1	5	4
CRFBP-R2 block	0	7	-9	12	3	7	6	-10	7	6
UBC9 SUMO inh	10	14	-34	-5	.	12	.	-48	13	8

[11] CC(C)C(NC(=O)c1ccccc1F)C(=O)Nc1nccs1 (stereo unspecified)
[12] COc1ccc2occ(C(C)=O)c2c1
[13] O=C(CSc1nnnn1-c1ccc(F)cc1)Nc1ccccc1F
[14] CCOC(=O)c1sc(C)c2c(=O)n(Cc3ccc(Cl)cc3)c(C)nc12
[15] CCc1ccc(NC(=O)C2CCCN(S(=O)(=O)c3c(C)[nH]c(=O)[nH]c3=O)C2)cc1 (stereo unspecified)
[16] CCCc1cc(=O)oc2cc(OCC(=O)OC)cc(OCC(=O)OC)c12
[17] CN(C)/C=C1\C(=O)ON=C1c1ccccc1
[18] CCCN1CCCc2ccccc21
[19] COc1ccc2oc(/C=C/N(C)C)c(C(=O)c3ccc(Cl)cc3)c2c1
[20] CC(C)(C)c1ccc(-n2ncc3c2CCCC3NC(=O)c2cnccn2)cc1 (stereo unspecified)
entry no.	11	12	13	14	15	16	17	18	19	20
VIM-2 inh	-1.3	-0.8	-3.8	-2.9	-0.8	-2.8	-2.4	-1.1	0.2	-2.0
IDE act	6	2	2	0	-1	.	4	0	7	0
GalR3 antagonist	-4	1	-4	-4	2	.	-4	-4	-7	-2
IMP-1 inh	-1.5	-2.1	-0.8	-1.9	-1.6	-2.6	-1.1	-5.8	0.5	-0.3
p-CIP stab down	-4	5	1	-5	11	-2	7	-15	-3	-11
HCV NS3 hel inh	-2	-5	12	-4	3	-1	9	-2	22	13
IDE cell inh	-1	1	.	2	2	.	1	1	-3	4
CRFBP-R2 block	11	-3	16	-12	16	.	-4	-15	21	9
UBC9 SUMO inh	8	18	4	17	-6	24	-2	1	38	-7

[21] COc1cc(OC)cc(C(=O)NC(=S)Nc2ccc3c4c(cccc24)CC3)c1
[22] N#Cc1ccc(CSc2nnc(Cc3cccs3)n2Cc2ccco2)cc1
[23] COc1cc(NS(=O)(=O)c2ccc(NC(=O)c3cccs3)cc2)nc(OC)n1
[24] Nc1nc(Cl)nc2c1ncn2[C@H]1C[C@H](O)[C@@H](CO)O1
[25] CCc1nccn1S(=O)(=O)c1cc(OC)c(Cl)cc1OC
[26] C#CCNC(=O)C1=C[C@H](C2CC2)C[C@H](OCCCCO)O1
[27] Cc1ccc(C(=O)COc2ccccc2-c2ccccc2)cc1C
[28] N#CCCn1nc(-c2ccccc2)c2ccccc2c1=O
[29] CC(=O)N(CCO)Cc1cc2cc(C)cc(C)c2[nH]c1=O
[30] O=C(NCCS(=O)(=O)c1ccc(Br)cc1)c1ccccc1
entry no.	21	22	23	24	25	26	27	28	29	30
VIM-2 inh	0.2	-1.4	0.9	-3.2&-0.8	-2.5	-3.0	-3.1	0.8	-1.1	-2.0
IDE act	-2	-4	1	5	1	2	2	1	7	6
GalR3 antagonist	-3	.	-2	49*	-2	-3	-11	-7	-4	-3
IMP-1 inh	-1.3	-6.2	-0.5	-3.1&-1.4	-2.2	-3.3	-1.7	0.8	-1.5	-2.2
p-CIP stab down	-7	-28	-3	-11&3	-3	-8	2	6	-2	-3
HCV NS3 hel inh	-9	10	5	-1&-6	1	4	0	-7	9	0
IDE cell inh	0	-1	1	1	0	-2	-3	1	2	0
CRFBP-R2 block	3	-3	-5	10	9	6	2	8	-22	-7
UBC9 SUMO inh	22	4	-1	-9&15	-19	4	-16	11	-1	10

[31] COCC(C)n1c(C)cc(C(=O)COC(=O)c2nc3nc(C)cc(C)n3n2)c1C (stereo unspecified)
[32] NC(=O)c1nn(-c2ccc(Oc3ccccc3)cc2)c(=O)cc1O
[33] COc1cccc(CNCC(=O)NC(=O)NC2CCCC2)c1
[34] CCOc1ccc(S(=O)(=O)N2c3ccccc3CC2C)cc1 (stereo unspecified)
[35] Cc1ccc(S(=O)(=O)N(CC(=O)NCCSc2ccccn2)c2cc(C)cc(C)c2)cc1
[36] CCn1cc(C(=O)NCCCOC)c2cc(OC)c(OC)cc2c1=O
[37] COCCNC(=O)C(OC(=O)CC1Sc2ccccc2NC1=O)c1ccncc1 (stereo unspecified)
[38] CC(Nc1ccc(F)cc1F)C(=O)NC(=O)NC1CCCCC1 (stereo unspecified)
[39] COC(=O)NC(NC(=S)Nc1ccc([N+](=O)[O-])cc1)C(Cl)(Cl)Cl (stereo unspecified)
[40] CCCNc1sc(S(=O)(=O)CCC)nc1S(=O)(=O)c1ccc(C)cc1
entry no.	31	32	33	34	35	36	37	38	39	40
VIM-2 inh	-4.3	-2.4	.	-0.9	0.8	1.9	-0.8	-2.4	-4.2	-2.0
IDE act	7	4	2	7	4	0	2	3	-3	0
GalR3 antagonist	-3	8	-5	-2	-2	-4	-3	-4	-4	-1
IMP-1 inh	-2.4	-3.4	.	-2.3	-0.1	0.4	-3.0	-2.9	3.6	1.1
p-CIP stab down	9	-2	.	-4	-4	7	-9	-1	7	-9
HCV NS3 hel inh	1	2	.	3	-12	-2	-11	0	-2	1
IDE cell inh	-6	1	2	-4	2	0	7	6	6	2
CRFBP-R2 block	11	5	1	34	29	0	7	-60	-3	26
UBC9 SUMO inh	24	11	.	3	4	-12	10	0	-2	15

[41] CCc1ccc(NC(=O)CCn2nc(C)c(S(=O)(=O)N3CCCCC3)c2C)cc1
[42] C[C@H](CO)N1C[C@H](C)[C@@H](CN(C)C(=O)Nc2ccccc2)Oc2c(NS(=O)(=O)c3cn(C)cn3)cccc2C1=O
[43] CC(=O)c1cccc(NS(=O)(=O)c2c(C(=O)N3CCOCC3)c(C)n(C)c2C)c1
[44] CCOc1ccc(NC(=O)N(CCN(C)C)C(C)c2cccnc2)cc1 (stereo unspecified)
[45] CC(C)c1ccc(NC(=O)C(c2ccccc2)N2CCN(C(=O)c3ccco3)CC2)cc1 (stereo unspecified)
[46] CCOC(=O)C1=C(C)N=c2s/c(=C\c3ccc(OC(C)=O)c(OCC)c3)c(=O)n2C1/C=C/c1ccccc1 (stereo unspecified)
entry no.	41	42	43	44	45	46
VIM-2 inh	-0.7	.	-1.6	-1.6	-0.5	-0.5
IDE act	6	3	4	6	0	-2
GalR3 antagonist	-3	0	-7	-1	-6	-7
IMP-1 inh	-1.2	.	-0.5	-1.7	-0.1	-1.6
p-CIP stab down	-16	.	6	-11	10	-149
HCV NS3 hel inh	-9	.	3	-9	-12	5
IDE cell inh	3	1	3	2	5	-2
CRFBP-R2 block	4	2	2	19	8	-6
UBC9 SUMO inh	5	.	0	22	-23	8

A draw from above in order of count of non-hydrogen atoms, rising:
[18] CCCN1CCCc2ccccc21
[33] COc1cccc(CNCC(=O)NC(=O)NC2CCCC2)c1
[1] CC(=O)c1cc2c(cc1NS(=O)(=O)c1ccc(F)cc1)OCO2
[14] CCOC(=O)c1sc(C)c2c(=O)n(Cc3ccc(Cl)cc3)c(C)nc12
[43] CC(=O)c1cccc(NS(=O)(=O)c2c(C(=O)N3CCOCC3)c(C)n(C)c2C)c1
[2] COc1ccc(C2=NOC(C(=O)Nc3cc(C)nn3-c3ccccc3)C2)cc1OC (stereo unspecified)
[45] CC(C)c1ccc(NC(=O)C(c2ccccc2)N2CCN(C(=O)c3ccco3)CC2)cc1 (stereo unspecified)
entry no.	18	33	1	14	43	2	45
VIM-2 inh	-1.1	.	-1.4	-2.9	-1.6	-2.2	-0.5
IDE act	0	2	1	0	4	6	0
GalR3 antagonist	-4	-5	-9	-4	-7	.	-6
IMP-1 inh	-5.8	.	-0.5	-1.9	-0.5	-4.2	-0.1
p-CIP stab down	-15	.	-12	-5	6	-12	10
HCV NS3 hel inh	-2	.	2	-4	3	6	-12
IDE cell inh	1	2	7	2	3	4	5
CRFBP-R2 block	-15	1	0	-12	2	7	8
UBC9 SUMO inh	1	.	10	17	0	14	-23

Bioassay records: PubChem BioAssay, several laboratories
